CHX counter = counter-screen hit for Shiga toxin inhibitors, cycloheximide. cell reporter, cycloheximide protein synthesis inhibition counterscreen. max response, %. 12% of 300,000 active. AID 2314; in the data active = max response mostly above about 13%, no sharp cut-off; inactive = mostly below about 14%; also: read at 38.3 µM for the half of the compounds with a filed dose; 0% is about no effect
AMA1-RON2 inh = inhibitors of Plasmodium falciparum AMA1-RON2 interaction; AlphaScreen AMA1-biotinylated RON2 peptide binding; 0.2% of 360,000 active; Potency, µM (highest dose often 58.2 µM), for inactives: at the top dose activity change, negative = inhibition, actives largely listed as inhibitors;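 also: potency is read from the fitted curve at half-maximal effect; 0% = vehicle wells and -100% = peptide control; nearly all actives have a fitted effect of over 45% in size; some results filed as inactive show a strong effect at the top dose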
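AMA1 (3D7) with his tag at 25 nM final met compounds first, then biotinylated RON2 peptide at 25 nM; detection used donor plus acceptor beads, 10 µg/mL apiece, read by AlphaScreen after 30 min at room temperature.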
AmpC detergent = AmpC beta-lactamase inhibition with detergent present; AmpC hydrolysis of nitrocefin, absorbance 480 nm, 0.01% Triton; Potency, µM (doses to about 114 µM), without a hit: at the highest dose activity change, negative = inhibition, actives largely listed as inhibitors; 0.041% of 370,000 active;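 also: potency is read from the fitted curve at half-maximal effect; 0% = no-compound wells and -100% = no-enzyme wells; nearly all actives have a fitted effect of over 25% in size; some results filed as inactive show a strong effect at the top dose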
Target sequence (P00811 whole entry, looked up): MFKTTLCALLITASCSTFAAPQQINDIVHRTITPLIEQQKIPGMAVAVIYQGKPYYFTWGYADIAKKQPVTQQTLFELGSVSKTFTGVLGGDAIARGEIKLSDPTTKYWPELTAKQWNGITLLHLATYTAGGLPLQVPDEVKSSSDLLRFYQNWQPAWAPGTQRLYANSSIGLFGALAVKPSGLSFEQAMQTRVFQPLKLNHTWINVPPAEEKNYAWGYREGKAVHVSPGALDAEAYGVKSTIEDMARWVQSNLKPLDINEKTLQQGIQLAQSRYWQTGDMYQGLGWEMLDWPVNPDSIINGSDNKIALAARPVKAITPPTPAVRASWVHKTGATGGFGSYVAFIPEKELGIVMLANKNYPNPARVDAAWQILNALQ
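20 mM phosphate pH 7.0 + 0.01% (detergent screen) or 0.0001% Triton X-100; 5.3 nM AmpC reagent; cpd preinc 15 min RT; nitrocefin (800 uM stock) to start; A480 q20 s × 4 min; Activity was normalised to no-enzyme and no-compound control wells.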
AmpC no deterg = blocks E. coli AmpC beta-lactamase in detergent-free assay; P00811; AmpC nitrocefin hydrolysis, absorbance 480 nm, 0.0001% Triton; Potency, µM (series often up to 57.1 µM), inactives show at the highest dose activity change, negative = inhibition, hits mostly inhibitors; 0.52% of 330,000 active;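 also: potency is read from the fitted curve at half-maximal effect; plate controls were no compound for no effect and no enzyme for full effect; nearly all actives have a fitted effect of over 20% in size; some results filed as inactive show a strong effect at the top dose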
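20 mM phosphate pH 7.0 + 0.01% (detergent screen) or 0.0001% Triton X-100; 5.3 nM AmpC reagent; cpd preinc 15 min RT; nitrocefin (800 uM stock) to start; A480 q20 s × 4 min; Activity was normalised to no-enzyme and no-compound control wells.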
Shiga inhibitor = blocks Shiga toxin action in Vero cells. 9.2% of 290,000 active. Vero cells, Shiga toxin protein synthesis inhibition reporter. AID 2315. inhibition, % at 38.7 µM; in the data active = inhibition mostly above about 28%, no sharp cut-off; inactive = mostly below about 43%; also: 0% is about no effect
HCMV inh = inhibitors of human cytomegalovirus; activity change, negative = inhibition, % at 57.5 µM; HFF cells, HCMV-luciferase reporter, 72 h; stronger effect = lower value; 4.5% of 410,000 active; in the data active = activity change below about -60%; inconclusive = no clear call, values can overlap the other calls; inactive = above about -39%; also: % is scaled to controls: 0 for no effect and ±100 for the full control effect
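Two compound doses tested in HFFs infected with HCMV-luciferase, MOI 1 PFU/cell, 72 h at 37C. Lysate luminescence read with OneGlo; data normalized against buffer-only and 10uM Salinomycin inhibitor controls.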
Giardia FBPA inh = Giardia lamblia aldolase inhibition | A8B2U2 | purified Giardia FBPA | Potency, µM (highest dose often 59.6 µM), for the others: at the top dose activity, negative = inhibition, usual class: inhibitors | 0.71% of 290,000 active | AID 2451; also: potency is read from the fitted curve at half-maximal effect; % is scaled to controls: 0 for no effect and ±100 for the full control effect; nearly all actives have a fitted effect of over 55% in size
Target sequence (A8B2U2 whole entry, looked up): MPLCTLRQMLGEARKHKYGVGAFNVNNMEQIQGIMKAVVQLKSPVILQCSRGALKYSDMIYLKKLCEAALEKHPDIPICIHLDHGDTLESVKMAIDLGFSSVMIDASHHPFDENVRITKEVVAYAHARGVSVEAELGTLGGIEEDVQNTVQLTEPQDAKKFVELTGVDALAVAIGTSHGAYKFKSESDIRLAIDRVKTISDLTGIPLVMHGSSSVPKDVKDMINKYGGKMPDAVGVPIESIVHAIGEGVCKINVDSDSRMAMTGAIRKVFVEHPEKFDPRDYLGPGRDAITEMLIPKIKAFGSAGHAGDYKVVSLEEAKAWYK
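40 nM FBPA preincubated 10 min at RT with compound (up to 57.5 uM final), then substrate plus GAPDH/TPI/NAD/arsenate coupling and diaphorase/resazurin added. Fluorescence read after 20 min at RT, 525/598 nm.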
* hit, by the source's call; [ ] = remark or other dose. Unless noted, calls follow the shape of the dose curve; as a rule, active = well fitted curve in the direction sought with a large enough effect; inconclusive = small, poorly fitted or top-dose-only effect, or another doubt; inactive = no such curve, though single readings can be large; an effect the other way counts as inactive or inconclusive.

Start of the listing, in advance, 3 compounds:
`CC1(C)Cc2c(c(=S)nc(-c3ccccc3)n2CCN2CCOCC2)CO1` gave CHX counter -5, AMA1-RON2 inh -2%, AmpC detergent -6%, AmpC no deterg -18%, Shiga inhibitor -3, HCMV inh 64 and Giardia FBPA inh -2%.
`c1ccc(CN2CCNCC2)nc1` gave CHX counter 1, AMA1-RON2 inh 9%, AmpC detergent -5%, AmpC no deterg -4%, Shiga inhibitor -7, HCMV inh -1 and Giardia FBPA inh inconclusive.
For O=S(=O)(c1ccc2ccccc2c1)N1CCN(S(=O)(=O)N2CCCCC2)CC1 the results were CHX counter -3, AMA1-RON2 inh -4%, AmpC detergent -4%, AmpC no deterg -15%, Shiga inhibitor -12, HCMV inh 2 and Giardia FBPA inh 0%.

The list itself, previewed entries included:
`CC1(C)Cc2c(c(=S)nc(-c3ccccc3)n2CCN2CCOCC2)CO1` gave CHX counter -5, AMA1-RON2 inh -2%, AmpC detergent -6%, AmpC no deterg -18%, Shiga inhibitor -3, HCMV inh 64 and Giardia FBPA inh -2%.
`c1ccc(CN2CCNCC2)nc1` gave CHX counter 1, AMA1-RON2 inh 9%, AmpC detergent -5%, AmpC no deterg -4%, Shiga inhibitor -7, HCMV inh -1 and Giardia FBPA inh inconclusive.
For O=S(=O)(c1ccc2ccccc2c1)N1CCN(S(=O)(=O)N2CCCCC2)CC1 the results were CHX counter -3, AMA1-RON2 inh -4%, AmpC detergent -4%, AmpC no deterg -15%, Shiga inhibitor -12, HCMV inh 2 and Giardia FBPA inh 0%.
Screening COc1ccc(CCNC2=C(Cl)C(=O)N(CCc3ccc(OC)c(OC)c3)C2=O)cc1OC returned CHX counter 15, AMA1-RON2 inh 13%, AmpC detergent -6%, AmpC no deterg 84%[activator], Shiga inhibitor -8, HCMV inh 44 and Giardia FBPA inh 3%.
Screening COc1ccccc1-n1cnc2cc(NC(=O)c3ccco3)ccc21 returned CHX counter 12, AMA1-RON2 inh -3%, AmpC detergent -6%, AmpC no deterg -25%, Shiga inhibitor 84, HCMV inh -8 and Giardia FBPA inh 7%.
Screening COc1cc(C2Nc3ccc4ncccc4c3C3=C2C(=O)CCC3)cc(OC)c1O (stereo not given) returned CHX counter -1, AMA1-RON2 inh -7%, AmpC detergent -12%, AmpC no deterg -24%, Shiga inhibitor -9, HCMV inh -2 and Giardia FBPA inh inconclusive.
Screening N/C(=N\OC(=O)c1cccc2ccccc12)c1cccc([N+](=O)[O-])c1 returned CHX counter 10, AMA1-RON2 inh -6%, AmpC detergent -6%, AmpC no deterg -10%, Shiga inhibitor 17, HCMV inh 37 and Giardia FBPA inh -6%.
For CCCCCOC(=O)CSc1nnc(-c2cc(OC)c(OC)c(OC)c2)o1 the results were CHX counter -3, AMA1-RON2 inh 20%, AmpC detergent -13%, AmpC no deterg 34%, Shiga inhibitor -10, HCMV inh 0 and Giardia FBPA inh 0%.
CC(C)c1nc(CNC(=O)CC2C(=O)NCCN2Cc2cccc(F)c2F)cs1 (stereo not given) was read as CHX counter -2, AMA1-RON2 inh 30%[activator], AmpC detergent -8%, AmpC no deterg 53%, Shiga inhibitor -5 and HCMV inh 12.
For O=C(NC1CCCCC1)N(Cc1nc2ccccc2c(=O)[nH]1)C1CCCCC1 the results were CHX counter 25*, AMA1-RON2 inh -20%, AmpC detergent -14%, AmpC no deterg -10%, Shiga inhibitor 65*, HCMV inh -6 and Giardia FBPA inh -6%.
For CC(C)(C)NCC(=O)N/N=C/c1ccc(OCc2ccccc2)cc1 the results were CHX counter 1, AMA1-RON2 inh 0%, AmpC detergent -4%, AmpC no deterg 75%[activator], Shiga inhibitor 8, HCMV inh inconclusive and Giardia FBPA inh 1%.
CSc1ccc(/C=C/C(=O)OCC(=O)NC2CC2)cc1 was read as AMA1-RON2 inh -7%, AmpC detergent inconclusive, AmpC no deterg -15% and HCMV inh 0.

Reprinted at random: 3 compounds from above.
For CCCCCOC(=O)CSc1nnc(-c2cc(OC)c(OC)c(OC)c2)o1 the results were CHX counter -3, AMA1-RON2 inh 20%, AmpC detergent -13%, AmpC no deterg 34%, Shiga inhibitor -10, HCMV inh 0 and Giardia FBPA inh 0%.
`c1ccc(CN2CCNCC2)nc1` gave CHX counter 1, AMA1-RON2 inh 9%, AmpC detergent -5%, AmpC no deterg -4%, Shiga inhibitor -7, HCMV inh -1 and Giardia FBPA inh inconclusive.
Screening COc1ccccc1-n1cnc2cc(NC(=O)c3ccco3)ccc21 returned CHX counter 12, AMA1-RON2 inh -3%, AmpC detergent -6%, AmpC no deterg -25%, Shiga inhibitor 84, HCMV inh -8 and Giardia FBPA inh 7%.

(continued)
`O=C(NN=C1CCCC1)c1[nH]c2ccc(Cl)cc2c1-c1ccccc1` gave CHX counter -5, AMA1-RON2 inh 51%[activator], AmpC detergent -4%, AmpC no deterg -23%, Shiga inhibitor 0, HCMV inh -92* and Giardia FBPA inh -17%.
Screening Nc1nc(C2CCOCC2)cs1 returned CHX counter 1, AMA1-RON2 inh -11%, AmpC detergent 5%, AmpC no deterg -22%, Shiga inhibitor -15, HCMV inh 35 and Giardia FBPA inh 7%.
Screening CC(C)[C@@H]1NC(=O)[C@H](CCCCN)NC(=O)[C@@H](Cc2c[nH]c3ccccc23)NC(=O)[C@H](Cc2ccc(O)cc2)NC(=O)[C@@H](NC(=O)[C@H](N)Cc2ccccc2)CSSC[C@@H](C(=O)N[C@@H](Cc2c[nH]c3ccccc23)C(N)=O)NC1=O returned CHX counter -15, Shiga inhibitor -9 and Giardia FBPA inh 0%.
Screening Cc1ccc(N=Nc2ccc(O)c3ncccc23)cc1 returned CHX counter -6, AMA1-RON2 inh -2%, AmpC detergent -2%, AmpC no deterg -9%, Shiga inhibitor -9, HCMV inh -96* and Giardia FBPA inh -20%.
O=C(Nc1ccc(S(=O)(=O)N2CCCCCC2)cc1)c1ccc(Br)o1 was read as CHX counter 13, AMA1-RON2 inh -22%, AmpC detergent 3%, AmpC no deterg -36%, Shiga inhibitor 19, HCMV inh inconclusive and Giardia FBPA inh -5%.
For CCCN(CC(=O)Nc1cc(Cl)ccc1Cl)C(=O)CN1C(=O)C2CCCCC2C1=O (stereo not given) the results were CHX counter -6, AMA1-RON2 inh 16%, AmpC detergent 11%, AmpC no deterg 108%[activator], Shiga inhibitor 15 and HCMV inh -37.
`O=c1[nH]cnc2nc(-c3ccccc3)c(-c3ccccc3)nc12` gave CHX counter -1, AMA1-RON2 inh -9%, AmpC detergent -9%, AmpC no deterg -15%, Shiga inhibitor -9, HCMV inh 3 and Giardia FBPA inh -3%.
Screening COc1ccc(NC(=O)c2cccc(Oc3ccccc3)c2)cn1 returned CHX counter 33*, AMA1-RON2 inh -3%, AmpC detergent -8%, AmpC no deterg -18%, Shiga inhibitor 81*, HCMV inh inconclusive and Giardia FBPA inh 5%.
`O=C(NCC1CCCO1)C(c1cccs1)N(C(=O)c1ccc(CN2CCOCC2)o1)c1ccc(Cl)cc1` (stereo not given) gave CHX counter -2, AMA1-RON2 inh -10%, AmpC detergent inconclusive, AmpC no deterg 205%[activator], Shiga inhibitor -9, HCMV inh -9 and Giardia FBPA inh 8%.
COCCNC(=O)C(c1ccc(C)o1)N(C(=O)c1snc(C(N)=O)c1N)c1ccc(C)c(C)c1 (stereo not given) was read as CHX counter -3, AMA1-RON2 inh 7%, AmpC detergent 3%, AmpC no deterg 84%[activator], Shiga inhibitor -18, HCMV inh -65* and Giardia FBPA inh 4%.
`O=C(c1ccccc1)c1ccc(OCCCN2CCCCC2)cc1` gave CHX counter -1, AMA1-RON2 inh inconclusive, AmpC detergent 2%, AmpC no deterg -18%, Shiga inhibitor -2, HCMV inh 4 and Giardia FBPA inh inconclusive.
`Cc1cccc(NC(=S)N(Cc2cccs2)Cc2cc3cc(C)ccc3[nH]c2=O)c1` gave CHX counter -2, AMA1-RON2 inh 6%, AmpC detergent inconclusive, AmpC no deterg -28%, Shiga inhibitor -7, HCMV inh -14 and Giardia FBPA inh 0%.
O=c1[nH]c(SCc2nc3ccccc3c(=O)n2-c2ccccc2)nc2ccccc12 was read as CHX counter 1, AMA1-RON2 inh 11%, AmpC detergent -6%, AmpC no deterg -36%, Shiga inhibitor -13, HCMV inh -19 and Giardia FBPA inh 0%.
Screening COc1ccc(CNS(=O)(=O)NCc2ccc(OC)c(OC)c2)cc1OC returned CHX counter -1, AMA1-RON2 inh inconclusive, AmpC detergent 5%, AmpC no deterg -12%, Shiga inhibitor 30, HCMV inh -28 and Giardia FBPA inh 6%.
`CC(C)C(OC(=O)Cn1nnc2ccccc21)C(=O)NC1CCCC1` (stereo not given) gave CHX counter -3, AMA1-RON2 inh -4%, AmpC detergent inconclusive, AmpC no deterg -3%, Shiga inhibitor 26, HCMV inh -35 and Giardia FBPA inh -13%.
COc1ccccc1-n1c(C)nnc1SCC(N)=O was read as CHX counter -1, AMA1-RON2 inh 4%, AmpC detergent 3%, AmpC no deterg -11%, Shiga inhibitor -8, HCMV inh 40 and Giardia FBPA inh 0%.
Screening O=C(N/N=C/c1ccncc1)c1cccc(S(=O)(=O)Nc2ccc(Cl)cc2)c1 returned CHX counter 2, AMA1-RON2 inh -9%, AmpC detergent -11%, AmpC no deterg -22%, Shiga inhibitor 20, HCMV inh -31 and Giardia FBPA inh -27%.
CCCN1C(=O)/C(=C/c2ccco2)SC1=Nc1ccc(OC)cc1 was read as CHX counter 7, AMA1-RON2 inh -26%, AmpC detergent -4%, AmpC no deterg -39%, Shiga inhibitor -9 and Giardia FBPA inh -3%.
O=C(NNC(=O)C1COc2ccccc2O1)c1cccc([N+](=O)[O-])c1 (stereo not given) was read as CHX counter 7, AMA1-RON2 inh 45%[activator], AmpC detergent 8%, AmpC no deterg -18%, Shiga inhibitor 20, HCMV inh -16 and Giardia FBPA inh 5%.
COc1ccc(C2Nc3ccccc3C(=O)N2c2ccc(Cl)cc2)cc1Cn1cc([N+](=O)[O-])cn1 (stereo not given) was read as CHX counter 46*, AMA1-RON2 inh -29%, AmpC detergent -13%, AmpC no deterg -34%, Shiga inhibitor 115*, HCMV inh 8 and Giardia FBPA inh 12%.
`O=C(NCc1cccnc1)/C(=C/c1ccc(Cl)cc1)NC(=O)c1ccccc1` gave CHX counter -2, AMA1-RON2 inh 1%, AmpC detergent -10%, AmpC no deterg -6%, Shiga inhibitor 0, HCMV inh 2 and Giardia FBPA inh 7%.
Screening CCC(C(=O)Nc1cnccn1)c1ccccc1 (stereo not given) returned CHX counter 3, AMA1-RON2 inh 4%, AmpC detergent inconclusive, AmpC no deterg -15%, Shiga inhibitor 22, HCMV inh -8 and Giardia FBPA inh 10%.

Bioassay records (PubChem BioAssay)
